# ABHD5-PLIN5 inh – inhibitors of human ABHD5-perilipin-5 interaction | Split G. princeps luciferase complementation, luminescence, 4 h | inhibition, % at 4 µM | hit rate 0.78% among 360,000 | AID 602281;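 active = inhibition above the mean inhibition across every tested compound plus 3 SD, cut at about 22% in these data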;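 also: 0% = DMSO only wells and the 100% control is not disclosed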
# NCOA2 inhibitor – human SRC2 (NCOA2) inhibition; HEK293 GAL4-SRC2 luciferase reporter, luminescence; inhibition, % at 9 µM; hit rate 0.17% among 370,000;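 active = inhibition above the mean inhibition of all tested compounds plus 3 SD, set per campaign, cut at about 52% in these data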;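 also: 0% = DMSO treated cells and 100% = cells given Gossypol at 36 µM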
# TLR9-MyD88 inh – blocks human TLR9 binding to MyD88. Q9NR96+Q99836. CHO BLA complementation TLR9-MyD88, CCF4 FRET ratio. inhibition, % at 4.98 µM. hit rate 0.21% among 340,000;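 active = inhibition above the mean over all tested compounds plus 3 SD, cut at about 21% in these data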;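 also: 0% = DMSO only wells and 100% = clavulanate BLA inhibitor control wells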
# TROY signal inh – TROY signaling inhibition | Q293 LMP1-TROYcd NF-kB luciferase reporter, 4 h | inhibition, % at 10 µM | hit rate 0.98% among 360,000 | AID 1347056;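 active = compounds whose plate-normalised and pattern-corrected inhibition of the luciferase reporter signal at the single screening dose is 50% or more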
# Granule exo inh – lytic granule exocytosis inhibition | TALL-104 LAMP-1 surface exposure, flow cytometry; cells stimulated with thapsigargin and PMA | inhibition, % at 10 µM | hit rate 0.66% among 360,000 | AID 651702;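 active = inhibition above about 55%, limit read from the data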
# SRC1 inh – inhibitors of human steroid receptor coactivator 1 (SRC1) | AID 588354 | hit rate 0.12% among 360,000 | Q15788 | HEK293 GAL4-SRC1 luciferase reporter, luminescence | inhibition, % at 3.6 µM;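 active = inhibition above the campaign mean plus 3 SD, with each screening campaign given its own cutoff, cut at about 60% in these data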;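 also: 0% = DMSO treated cells and 100% = gossypol at 36 µM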
# NCOA3 inh – inhibitors of human steroid receptor coactivator 3 (SRC3) | Q9Y6Q9 | HEK293 GAL4-SRC3 luciferase reporter, luminescence | inhibition, % at 3.6 µM | hit rate 0.17% among 360,000 | AID 588352;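 active = inhibition above a per-campaign cutoff, the mean of all compounds plus 3 SD, cut at about 60% in these data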;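 also: 0% = DMSO-treated cells and 100% = gossypol-treated cells at 36 µM; higher means less SRC3-driven luciferase light from the GAL4 reporter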
# Target sequence (Q9Y6Q9 whole entry, looked up, the tested form may be a part): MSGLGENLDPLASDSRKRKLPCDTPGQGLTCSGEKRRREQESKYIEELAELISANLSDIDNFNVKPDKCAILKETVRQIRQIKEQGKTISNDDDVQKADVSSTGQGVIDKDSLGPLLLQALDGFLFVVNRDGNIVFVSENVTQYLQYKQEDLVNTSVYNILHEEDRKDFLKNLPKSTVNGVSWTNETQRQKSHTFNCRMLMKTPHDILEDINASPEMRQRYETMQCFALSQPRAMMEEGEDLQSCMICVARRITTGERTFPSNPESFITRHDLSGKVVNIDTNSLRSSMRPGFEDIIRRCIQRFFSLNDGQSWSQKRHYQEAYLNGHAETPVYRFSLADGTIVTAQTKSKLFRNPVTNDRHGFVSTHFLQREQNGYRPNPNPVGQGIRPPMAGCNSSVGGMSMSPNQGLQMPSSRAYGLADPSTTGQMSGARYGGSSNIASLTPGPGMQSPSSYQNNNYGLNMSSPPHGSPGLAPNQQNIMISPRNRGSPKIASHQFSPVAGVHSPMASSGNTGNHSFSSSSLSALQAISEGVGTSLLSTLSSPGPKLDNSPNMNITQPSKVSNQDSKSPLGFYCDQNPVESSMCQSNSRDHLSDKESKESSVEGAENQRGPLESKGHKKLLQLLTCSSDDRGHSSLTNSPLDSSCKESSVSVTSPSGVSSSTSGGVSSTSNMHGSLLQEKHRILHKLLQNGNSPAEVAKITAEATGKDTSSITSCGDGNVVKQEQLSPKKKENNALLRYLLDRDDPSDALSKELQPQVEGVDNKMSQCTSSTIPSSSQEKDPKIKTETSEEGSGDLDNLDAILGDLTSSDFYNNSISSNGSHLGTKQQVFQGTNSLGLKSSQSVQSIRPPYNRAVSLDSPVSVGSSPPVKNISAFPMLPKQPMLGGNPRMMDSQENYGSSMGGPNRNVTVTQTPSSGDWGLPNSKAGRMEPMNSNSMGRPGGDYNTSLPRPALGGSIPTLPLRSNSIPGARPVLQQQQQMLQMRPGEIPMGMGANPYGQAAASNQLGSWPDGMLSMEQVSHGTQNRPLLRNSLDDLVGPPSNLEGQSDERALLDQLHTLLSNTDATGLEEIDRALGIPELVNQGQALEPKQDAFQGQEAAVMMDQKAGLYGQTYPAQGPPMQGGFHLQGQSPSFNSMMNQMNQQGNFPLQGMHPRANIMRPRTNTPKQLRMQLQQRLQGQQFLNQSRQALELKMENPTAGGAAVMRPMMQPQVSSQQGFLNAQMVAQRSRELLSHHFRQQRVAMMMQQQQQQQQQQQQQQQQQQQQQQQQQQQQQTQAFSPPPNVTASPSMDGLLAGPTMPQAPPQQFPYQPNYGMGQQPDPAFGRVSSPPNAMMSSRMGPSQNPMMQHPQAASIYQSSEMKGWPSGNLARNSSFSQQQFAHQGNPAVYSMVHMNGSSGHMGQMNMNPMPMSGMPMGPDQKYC
# TWEAK-Fn14 inh – inhibitors of TWEAK-Fn14 interaction signaling | inhibition, % at 10 µM | TWEAK-stimulated Fn14 reporter cells, luciferase luminescence, 8 h | AID 1159606 | hit rate 2% among 360,000; in the data active = inhibition above about 50%
# NOD2 RIPK2 PPI – blocks binding of human NOD2 to RIPK2. inhibition, % at 4.98 µM. hit rate 0.38% among 360,000. CHO BLA complementation NOD2-RIPK2, CCF4 ratio. AID 624267; in the data active = inhibition above about 21%;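 also: 0% = vehicle only and 100% = reference blocker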
# NR5A2 inv ag – suppresses constitutive activity of human LRH-1; O00482; HEK293T StAR-luciferase reporter, LRH-1 transfected, 24 h; inhibition, % at 3.6 µM; hit rate 0.13% among 360,000; AID 602396;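 active = inhibition above the mean inhibition of all tested compounds plus 3 SD, cut at about 73% in these data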;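 also: 0% = DMSO wells and 100% = reporter-only cells lacking LRH-1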
# COUP-TFII inh – NR2F2 (human) inhibition, primary screen. HEK293T NGFI-A luciferase reporter, luminescence. inhibition, % at 8.6 µM. hit rate 0.7% among 370,000;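 active = inhibition above a per-plate cutoff, mean inhibition of test wells between control levels plus 3 SD, cut at about 38% in these data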;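 also: cells cotransfected with COUP-TFII expression vector driving the NGFI-A reporter; 0% = median of COUP-TF2 test wells and 100% = reporter-only cells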
# Starred values were filed as active, the others as inactive; · = no result given.
SMILES,ABHD5-PLIN5 inh,NCOA2 inhibitor,TLR9-MyD88 inh,TROY signal inh,Granule exo inh,SRC1 inh,NCOA3 inh,TWEAK-Fn14 inh,NOD2 RIPK2 PPI,NR5A2 inv ag,COUP-TFII inh
Cc1ccc(C)c(N2CCN(CC(=O)Nc3ccc([N+](=O)[O-])cc3C(=O)Nc3ccccc3F)CC2)c1,-5,0,-10,-5,-1,14,19,-13,-9,10,5
COc1cc(-c2cc(-c3ccccc3)nc(SCC(=O)O)c2C#N)cc(OC)c1OC,1,-2,-12,-20,0,3,-2,8,-2,-1,0
CCCNC(=O)c1ccc(N2CC3CC(C2)c2cccc(=O)n2C3)c(NC(=O)Nc2ccc(CC)cc2)c1 (stereo not given),4,-15,-7,-32,1,2,15,8,-3,8,-5
CCOC(=O)CCc1nc2ccccc2[nH]1,0,-21,-5,5,-2,-21,-4,34,-6,2,4
Cc1ccc(C)c(NC(=O)C[n+]2ccccc2)c1,9,4,4,-1,-1,10,10,-14,0,10,-7
CCCCn1nnnc1C(c1cc2ccccc2o1)N(C)Cc1ccccc1 (stereo not given),-9,17,·,7,5,·,·,3,-7,-6,-11
CNC(=O)COc1coc(CN2CCN(C(=O)c3ccco3)CC2)cc1=O,-9,15,6,0,-10,6,5,10,1,-1,-22
O=C(CNC(=O)c1ccc(Cl)cc1)OCCCOC(=O)CNC(=O)c1ccc(Cl)cc1,-1,15,1,-2,-3,-11,13,-7,-9,-2,10
Cc1ccc(NC2CCCN(C(=O)c3cn4cc(Cl)ccc4n3)C2)cc1C (stereo not given),-4,10,12,-2,0,1,1,4,15,13,-15
O=C(COC(=O)Cc1ccccc1[N+](=O)[O-])NCc1ccc(F)cc1,-2,-48,-4,2,-2,-1,16,-3,0,7,6
CC(/C=C/c1ccccc1)=N/NC(=O)c1nc2nc(C)cc(C)n2n1,1,0,-14,20,-1,-8,4,14,-6,-3,7
O=C(N=C1SC2CS(=O)(=O)CC2N1Cc1ccc(Cl)cc1)C1CCCO1 (stereo not given),-3,11,1,18,0,-7,2,-10,3,14,-1
Nc1nccnc1C(=O)OCC(=O)Nc1cccc(S(=O)(=O)N2CCCCC2)c1,0,2,-6,15,0,-1,14,-16,-9,-11,-8
Nc1nc2ccc(Cl)cc2cc1C(=O)NCCc1ccc(Cl)cc1Cl,-8,12,·,·,2,·,·,·,2,27,0
Cc1ccc(S(=O)(=O)N2CCCCC2)cc1NC(=O)COC(=O)CN1C(=O)NC2(CC(C)CC(C)(C)C2)C1=O (stereo not given),1,-25,4,-23,-2,-11,-4,2,-12,-1,0
COc1ccc(CCNC(=O)COc2cc(O)c3c(c2)OC(C)(C)CC3=O)cc1,-6,3,-4,-19,-10,-26,2,-10,-11,38,16
CCc1ccc(NC(=O)c2sc3nc(C)nc(N4CCN(c5ccccn5)CC4)c3c2C)cc1,4,-10,-10,-4,19,-17,-16,48,0,21,5
CCn1c(COc2cccc3cccnc23)nnc1SCC(=O)OC,-4,28,6,-9,-11,0,11,14,2,3,-2
CCN(CC)C(=S)NC(=O)c1ccc(Cl)cc1Cl,2,-26,2,-13,-2,7,16,0,7,9,-13
Cc1cc(Nc2cccc(F)c2)nc(N2CCOCC2)n1,1,-17,0,0,2,6,9,-14,-10,7,-9
CCCc1nc2c3ccccc3ccn2c1Cc1ccc(OC)cc1C,4,-29,·,-15,-3,-49,-13,-20,3,-8,6
COc1ccc(NC(=O)CN2C(=O)CSC(C)C2=O)cc1 (stereo not given),3,-1,0,-9,0,3,5,0,-3,20,2
CCOC(=O)c1nn(C23CC4CC(CC(C4)C2)C3)c2c1C(=O)N(c1ccc(C)cc1)C2=O,1,19,11,1,9,-12,17,-21,-15,-5,2
Cc1ccc(S(=O)(=O)NN=C2C3CC4CC(C3)CC2C4)cc1,-6,3,0,0,-1,2,11,4,-3,1,-1
CS(=O)(=O)N1CCN(C(=O)Nc2ccccc2)CC1,3,-1,-8,26,1,-4,-38,-20,1,0,-3
SMILES,ABHD5-PLIN5 inh,NCOA2 inhibitor,TLR9-MyD88 inh,TROY signal inh,Granule exo inh,SRC1 inh,NCOA3 inh,TWEAK-Fn14 inh,NOD2 RIPK2 PPI,NR5A2 inv ag,COUP-TFII inh
O=C(NCc1cccc(Cl)c1)c1ccc(-c2ccc(F)c(F)c2)c2ccoc12,-7,-1,·,-1,-1,0,-5,-10,-7,-28,-6
CCOC1=NC(C(=O)O)c2ccccc2/C(=C(/C)Cl)N1 (stereo not given),4,5,1,5,3,4,-27,17,-2,-4,7
CC1CCCN(Cc2nc(Cc3ccccc3Cl)no2)C1 (stereo not given),5,-33,3,-8,2,-1,4,-21,-1,4,-18
O=C(Nc1ccc(Cl)cc1)N1CCN(c2ccc3nnc(-c4ccc(F)cc4)n3n2)CC1,1,-29,-12,-13,4,-33,1,-36,-7,13,15
Oc1ccc(/C=N/N2CCN(c3ccccn3)CC2)cc1,0,-12,1,-13,2,-10,5,-1,4,-11,-7
CC(C)CNC(=O)NC(=O)COC(=O)Cn1cnc2ccccc2c1=O,0,-1,-1,16,4,12,11,5,3,6,2
CCN(C(=O)c1ccc2c(=O)n3c(nc2c1)CCCCC3)c1ccc(F)cc1,-5,15,-2,-3,7,0,-4,-2,0,-10,-12
CN(Cc1nc2ccccc2c(=O)[nH]1)C(=O)c1cccc(S(=O)(=O)N2CCc3ccccc32)c1,1,-23,-3,13,2,-52,-46,-49,9,-36,-37
COc1ccc(OC)c(N(CC(=O)N2CCC(C)CC2)S(=O)(=O)c2ccc(OC)c(OC)c2)c1,2,8,-5,-2,1,8,2,29,1,-25,-14
Fc1cccc(CNCc2ccc3c(c2)OCO3)c1,-8,2,10,-9,-2,-18,-10,-5,-3,-14,13
CCCc1cc(=O)[nH]c(SCC(=O)N2CCN(c3ccccc3)CC2)n1,-1,14,-13,6,-3,-3,12,-3,9,5,3
Cc1ccc(NCC(=O)NNC2=NCCC2)c(C)c1,-1,0,-5,-18,-10,-39,4,-5,-6,11,0
Cc1ccc(NCc2nc3ccccc3n2C)cc1,4,-65,11,49,-12,-77,-102,66*,8,-95,-52
O=[N+]([O-])c1cc(S(=O)(=O)NC2=NCCCCC2)ccc1Cl,-6,22,-13,-4,2,-13,18,28,7,-3,-1
O=C(NCc1cccs1)C(=O)NCC1OCCCN1S(=O)(=O)c1ccccc1 (stereo not given),-7,1,6,1,-4,-7,12,8,-7,13,0
CCOc1ccc(Br)cc1CN(CC)CC,5,6,-12,-20,-8,3,6,13,-6,9,-2
O=C(NCC1CCCO1)c1ccc(NC(=O)c2ccc([N+](=O)[O-])cc2)cc1 (stereo not given),4,-3,-5,3,7,3,5,-43,-7,19,-10
COc1cc(-c2nc(=S)[nH][nH]2)cc(OC)c1OC,4,-25,-13,21,1,5,-3,10,-7,-2,22
COC(=O)c1[nH]c2ccc(Cl)cc2c1NC(=O)CCN1CCOCC1,-1,0,-9,-2,-3,-2,8,0,0,11,-13
CN1CCC(N2CCN(C3CN(Cc4cn(Cc5ccc(F)cc5)nn4)S(=O)(=O)C3)CC2)CC1 (stereo not given),0,-13,·,-15,-7,·,·,5,4,18,-16
CC(=O)NC1=NN(C(C)=O)C(C)(CS(=O)(=O)c2ccc3ccccc3c2)S1 (stereo not given),-5,-14,-6,·,-1,1,-1,-2,-5,-5,3
COc1cc(CNc2nnnn2C)cc(OC)c1OC,2,18,-3,2,0,10,10,-4,0,4,25
O=C(Cc1ccc(Cl)cc1)NC1CC1,1,2,2,4,-4,-1,-3,-2,-5,-5,1
O=C(CSc1ncc(-c2ccccc2)n1-c1ccccc1)NCc1ccco1,-2,-21,2,30,-5,-47,6,-13,9,8,12
CCC(CC)C(=O)Nc1ccc([N+](=O)[O-])cn1,4,-33,-1,-28,-1,-2,1,1,2,14,5
SMILES,ABHD5-PLIN5 inh,NCOA2 inhibitor,TLR9-MyD88 inh,TROY signal inh,Granule exo inh,SRC1 inh,NCOA3 inh,TWEAK-Fn14 inh,NOD2 RIPK2 PPI,NR5A2 inv ag,COUP-TFII inh
Cc1ccn2cc(CNC(=O)c3cccs3)nc2c1,-4,-7,-7,9,-6,-13,-6,6,4,-16,-1
COc1ccc(/C=C/c2nnc(NC(=O)CSc3ccc(Cl)cc3)s2)cc1,-4,9,2,-46,-5,4,1,-10,2,-9,3
COC(=O)c1sccc1NC(=O)CC1C(=O)NCCN1C(=O)Nc1ccc(C(F)(F)F)cc1 (stereo not given),-2,-2,-5,-7,-2,-18,-21,-9,-13,5,15
CCN1C=CC(=C2C(=O)c3ccccc3C2=O)C=C1,3,65*,4,68*,-1,20,30,101*,-3,0,70*
OC(c1ccc(-c2ccccc2)cc1)c1ncc(-c2ccc(F)cc2)[nH]1 (stereo not given),-4,14,·,3,-5,14,3,-17,-1,13,13
O=C(NCc1cccc(C(F)(F)F)c1)c1[nH]c(C(F)(F)F)nc1-c1ccccc1,13,·,·,48,-12,8,5,9,-19,25,·
CC(=O)Nc1ccc(NC(=O)CSC2=NS(=O)(=O)c3cc(Cl)ccc3N2)cc1,-5,7,-2,12,-2,2,-10,6,0,3,-8
COc1c(Cl)cc(-c2noc(C)c2C(=O)NCc2ccccc2)cc1Cl,3,1,-2,-18,6,2,7,-4,-2,8,1
Cc1ccc(NC(=O)CN2C(=O)N/C(=C/c3ccc4c(c3)OCCO4)C2=O)cc1,-4,2,7,-2,2,-13,-16,-3,-4,26,-1
Cc1cc(C)nc(NS(=O)(=O)c2ccc(NC(=O)c3nn(-c4ccccc4)ccc3=O)cc2)n1,6,13,-79,-7,1,0,-21,44,8,-22,-3
COc1ccc(-c2nc(N3CCCCCC3)sc2C(=O)c2ccccc2)cc1,-2,-35,-10,35,3,-9,6,29,1,-4,58*
O=C(N/N=C\C=C\c1ccco1)C1COc2ccccc2O1 (stereo not given),23*,-22,-1,6,47,-4,5,-7,-14,-4,-20
O=C(CCc1nnc(C2CCCCC2)o1)N1CCC(Oc2cccnc2)CC1,1,36,-6,1,-4,14,10,15,1,-4,6
O=C(O)C(Cc1ccccc1)N1CCS(=O)(=O)CC1 (stereo not given),-1,0,-5,22,-1,11,13,6,0,-2,1
CC(=O)NC(c1ccccc1)c1nc(-c2ccc(F)c(Cl)c2)cs1 (stereo not given),-2,3,·,-12,3,15,-13,-7,-12,21,-20
S=c1[nH]nc(-c2ccccn2)n1/N=C/c1ccc(-c2ccccc2Br)o1,-5,19,9,-11,1,7,19,-64,5,5,14
CCN(Cc1nc2ccccc2c(=O)[nH]1)Cc1nc2cc(OC)c(OC)cc2c(=O)[nH]1,-8,-17,-2,6,0,0,-8,1,6,12,-6
Cc1ccc(Cl)cc1NC(=O)c1cc(NC(=O)CCCC(=O)O)ccc1N1CCCCC1,3,-9,2,-23,14,-2,11,-15,2,-3,-2
Cc1cc(C)nc(SCC(=O)NC2CCCC2)n1,2,-1,-15,-6,-1,11,9,29,-8,7,-6
Cc1cc(C(F)(F)Cl)n2ncc(-c3ccccn3)c2n1,2,-10,10,-9,-1,-5,-20,-6,-4,7,-3

# Source: PubChem

# Only part of the results is shown; the hit share may differ from the screen's.
